From PubChem
OX1R antag-1 – blocks the human orexin 1 receptor; O43613; OX1R-expressing cells, FRET antagonist read-out; inhibition, % at 6.6 µM; hit rate 1.8% among 330,000; AID 485270; in the data active means inhibition mostly above about 38%, no sharp cut-off; inactive means mostly below about 40%;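 further: 0% = agonist challenge alone and 100% = reference antagonist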
Target sequence (O43613 whole entry, looked up): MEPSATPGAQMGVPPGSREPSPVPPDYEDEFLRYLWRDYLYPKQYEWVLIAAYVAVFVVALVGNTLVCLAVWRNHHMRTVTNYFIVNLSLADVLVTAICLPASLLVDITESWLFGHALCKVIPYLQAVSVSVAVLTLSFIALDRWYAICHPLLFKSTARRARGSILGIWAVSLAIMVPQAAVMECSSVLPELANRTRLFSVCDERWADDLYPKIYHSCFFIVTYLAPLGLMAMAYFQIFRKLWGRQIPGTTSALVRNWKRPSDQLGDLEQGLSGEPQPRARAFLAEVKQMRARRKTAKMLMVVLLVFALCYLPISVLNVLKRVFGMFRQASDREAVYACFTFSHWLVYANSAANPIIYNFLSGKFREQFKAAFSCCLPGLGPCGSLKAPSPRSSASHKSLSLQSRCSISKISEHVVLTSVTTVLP
OX1R antag-2 – antagonists of human orexin 1 receptor; AID 434989; O43613; CHO/OX1R cells, Fluo-8 calcium fluorescence, orexin A; hit rate 0.43% among 330,000; inhibition, % at 5 µM;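 active means inhibition above its plate's threshold, mean inhibition of all tested compounds on the plate plus 3 SD, cut at about 37% in these data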;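 further: 0% = orexin A challenge wells and 100% = SB-334867-A antagonist wells; not every result past the cut was called active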
The depositor's hits bear a star.

Under each structure – OX1R antag-2, OX1R antag-1
COc1ccc(N2CC(C(=O)N3CCN(C(=O)c4ccco4)CC3)CC2=O)cc1 (centres undefined)
→ -7, 2
COc1ccc(C(CNS(=O)(=O)c2ccc(F)cc2)N2CCN(C)CC2)cc1 (centres undefined)
→ -21, 8
COc1ccc(CC(=O)Nc2cc(S(=O)(=O)N3CCCCC3)ccc2C)cc1OC
→ -28, 26
COc1cc(/C=C(\C#N)C(=O)Nc2ccc(SC(F)F)cc2)cc(OC)c1OC
→ -11, 6
COC(=O)c1sc2ccccc2c1-n1cccc1C(=O)C(=O)Nc1ccc(OC)cc1
→ -2, 22
O=C(O)CCC(=O)N1CCN(Cc2ccc3c(c2)OCO3)CC1
→ -10, 0
COc1ccc(NC(=O)CN(C)C(=O)/C=C/c2cn(-c3ccccc3)nc2-c2cccs2)cc1
→ -7, 25
Cn1cc(S(=O)(=O)N2CCOCC2)cc1C(=O)NCCc1ccccc1
→ -17, 3
O=[N+]([O-])c1ccc(N2CCN(S(=O)(=O)c3ccc4ccccc4c3)CC2)cc1NCC1CCCO1 (centres undefined)
→ -33, 14
COc1ccc(/C=C2/CCc3ccccc3C2=O)cc1OC
→ -21, 11
CC(=O)N(OCc1ccc(OC(C)C)c(Cl)c1)C(C)=O
→ -11, 15
CC(C)(C)OC(=O)C[C@@H]1C/C=C\C[C@@H](CC(=O)N(CCO)Cc2ccccc2)C(=O)N[C@H](Cc2ccccc2)COC1=O
→ -34, 13
O=C(COc1ccc2c3c(c(=O)oc2c1)CCCC3)NCC(O)c1ccccc1 (centres undefined)
→ -31, 19
CC(C)(CC(=O)O)CC(=O)N1CCCN(c2nc3ccc(Cl)cc3s2)CC1
→ -12, 12
COc1ccc(OCC(=O)Nc2cc(-c3nn4c(C)nnc4s3)ccc2C)cc1
→ -14, 8
c1ccc(-c2nc(N3CCCCCC3)c3ccccc3n2)nc1
→ -21, 34
CCOC(=O)c1sc2nc[nH]c(=O)c2c1C
→ 3, 8
Cn1c(=O)c(Sc2ccc(Cl)cc2)c(O)c2ccccc21
→ -2, 8
CSC(=NS(=O)(=O)c1ccc(C)cc1)SC
→ -2, 3
Cc1cc(C)cc(NC(=S)NC2CC3CCCC(C2)N3C2CCCC2)c1 (centres undefined)
→ -21, 4
COc1ccc2oc(C(=O)NCCc3ccccc3)c(C)c2c1
→ -31, 29
COC(=O)NNC(=O)C(C)Oc1ccc(Cl)cc1Cl (centres undefined)
→ -28, 14
O=c1c2ccccc2nnn1-c1ccc(Br)cc1
→ -10, 10
CCOC(=O)/C(N=Nc1ccc2c(c1)OCO2)=C(\C)O
→ -14, 24
CCOC(=O)CSC1=C(C#N)C(c2ccccc2Cl)C(C(=O)OC)C(=O)N1 (centres undefined)
→ -11, 2
CC1=C(C(=O)N2CCOCC2)C(c2cc(C)cs2)NC(=O)N1 (centres undefined)
→ 9, 14
CCC(CC)NC(=O)CC(c1ccccc1)c1ccccc1
→ -30, 9
CCCCC(=O)Nc1nc2c(s1)COc1ccccc1-2
→ -10, 6
COc1ccc(CCNC(=O)COC(=O)Cc2ccccc2F)cc1
→ -12, 2
O=C(CNC(=O)c1ccco1)OCC(=O)c1ccc2ccccc2c1
→ -12, 8

Another view of part of the listing above.
c1ccc(-c2nc(N3CCCCCC3)c3ccccc3n2)nc1
- OX1R antag-2 = -21
- OX1R antag-1 = 34
Cn1c(=O)c(Sc2ccc(Cl)cc2)c(O)c2ccccc21
- OX1R antag-2 = -2
- OX1R antag-1 = 8
CC1=C(C(=O)N2CCOCC2)C(c2cc(C)cs2)NC(=O)N1 (centres undefined)
- OX1R antag-2 = 9
- OX1R antag-1 = 14

Going on with the list:
Under each structure – OX1R antag-2, OX1R antag-1
CCN1C(=O)S/C(=C/c2c(OCc3ccc(C(=O)O)cc3)ccc3ccccc23)C1=O
→ 17, 20
Nc1ccc(C2CCCc3nonc32)c2nonc12 (centres undefined)
→ -20, 20
Cc1nc2ccc(C(=O)Nc3ccc(N(C)C)cc3)cc2s1
→ 4, 61*
COc1ccc(C(=O)/C=C/C(=O)N(Cc2ccccc2OC)C(C(=O)NC2CCCCC2)c2ccncc2)c(O)c1 (centres undefined)
→ -11, 36
COc1ccc(C(=O)Nc2cccc(S(=O)(=O)NC3=NCCC3)c2)cc1OC
→ -18, 5
O=C1CCC/C=C/C[C@H](CC(=O)N(CCO)Cc2ccccc2)C(=O)N[C@@H](Cc2ccccc2)CO1
→ -17, 7
COc1ccc(-n2nnnc2SCC(=O)Nc2nnc(C)s2)cc1
→ 5, 16
COc1nc(N(C)C)nc(N(C)c2cc(Cl)cc(Cl)c2)n1
→ -23, 17
CC(O)[C@H]1CC[C@H]2[C@@H]3CC[C@H]4C[C@@H](O)CC[C@]4(C)[C@H]3C(=O)C[C@]12C (some centres undefined)
→ -3, 17
CC(C)CNC(=O)c1ccc(Cl)c(Cl)c1
→ -11, 5
CC1CCN(C(=O)CSc2nnc(CNc3ccc(F)cc3)n2Cc2ccco2)CC1
→ -21, 19
Cc1nn(CC(=O)NCc2cccc3ccccc23)c(=O)c2ccccc12
→ -25, 23
CC(=O)c1cc(-c2ccccc2)n(CC(=O)NC2CCCCC2)c1C
→ 2, 13
COc1ccc(-c2[nH]ncc2CN2CCN(C(=O)c3ccco3)CC2)cc1F
→ -17, 30
CCOC(=O)c1sc(NC(=O)CSc2n[nH]c(CC)n2)nc1C
→ 0, 5
C=CCn1c(SCc2nc3cc(C(=O)OC)ccc3c(=O)[nH]2)nc2sc(CC)cc2c1=O
→ -28, 20
Nc1nonc1OCCc1ccccc1
→ -14, 10
COc1ccc(NC(=S)NCCCN2CCCC2)cc1
→ -9, 3
CC(C)c1ccc(N(CC(=O)NC2CCCC2)C(=O)CCC(=O)Nc2nccs2)cc1
→ -3, 2
CN(C)S(=O)(=O)c1cccc(NC(=O)CCCC2CCCCC2)c1
→ 2, 2
COc1ccc(CCNC(=O)c2cc(=O)c3cc(C)ccc3o2)cc1OC
→ -4, 18
COc1ccccc1CC(=O)Nc1ccc([N+](=O)[O-])cc1O
→ 15, 33
COc1cc2c(cc1OC)[C@@H]1Cc3cc4c(cc3[C@H](C2)N1C)OCO4
→ -18, 9
Cc1nc2nc(SCC(=O)NCCCN3CCOCC3)nn2c(C)c1Cc1ccccc1
→ -26, 4
Cc1cc(CNC(=O)Cc2c(F)cccc2Cl)nn1C
→ 2, -2
Fc1ccc(N2CCN(C3CCC(c4ccccc4)CC3)CC2)cc1 (centres undefined)
→ -25, 3
CS(=O)c1nc(-c2ccc(Br)cc2)cc(-c2ccccc2)c1C#N (centres undefined)
→ 81*, 23
CC(=O)c1cnc(SCCN2C(=O)c3ccccc3C2=O)nc1C
→ -2, 15
COC(=O)CCCC1=CC2=C(c3ccccc3)C(=O)C(C)(OC(=O)C3CCCC3)C(=O)C2=CN1C1CCCC1 (centres undefined)
→ -39, 15
Cc1ccc(CNC(=O)c2ccc(N3CCC4(CC3)CC(c3ccccc3)=NO4)c(N)c2)cc1
→ -18, 37

Three compounds from above, ordered by the number in OX1R antag-2, rising:
Under each structure – OX1R antag-2, OX1R antag-1
Cc1nn(CC(=O)NCc2cccc3ccccc23)c(=O)c2ccccc12
→ -25, 23
CC(C)CNC(=O)c1ccc(Cl)c(Cl)c1
→ -11, 5
CC(=O)c1cc(-c2ccccc2)n(CC(=O)NC2CCCCC2)c1C
→ 2, 13

(further entries)
Under each structure – OX1R antag-2, OX1R antag-1
COc1ccccc1C(=O)NCC(=O)NC(C)CCc1ccccc1 (centres undefined)
→ -16, 23
Cn1c(=O)c2c(nc3n2CC(O)CN3c2ccc(O)cc2)n(C)c1=O (centres undefined)
→ 2, 15
COc1cccc(C(=O)Nc2c(C)n[nH]c2C)c1
→ 0, -2
COC(=O)C1=C(C(=O)OC)[C@@H]2Nc3ccccc3[C@@]23C[C@@H](C(=O)OC)N=C3N1
→ -8, 5
Cc1ccc(C23CC4CC(CC(C(=O)NC(C)C(N)=O)(C4)C2)C3)cc1 (centres undefined)
→ -15, -5
CCOc1cc(N2CCOCC2)c(OCC)cc1NC(=O)c1ccccc1
→ -11, 32
Cc1ccc(-c2noc(CC(c3ccccc3)c3ccccc3)n2)cc1
→ -36, 14
NC(=O)C1CCN(C(=O)CN(C2CCCCC2)S(=O)(=O)c2ccc(F)cc2)CC1
→ -4, 28
CCN(CC)S(=O)(=O)c1ccc(C)c(NC(=S)N2CCN(C/C=C/c3ccccc3)CC2)c1
→ -10, 31
CN(C)CC(C)(C)NS(=O)(=O)c1ccc(Cl)cc1
→ -15, 6
Cc1ccsc1C(=O)NC(C)c1ccc2c(c1)OCO2 (centres undefined)
→ -9, 10
COc1cccc(Nc2ncnc3onc(-c4ccccc4OC)c23)c1
→ -20, 36
COc1ccc(OC)c(-n2c(-c3cc(-c4ccco4)[nH]n3)n[nH]c2=S)c1
→ 0, 21
CCC(=O)Nc1cccc(SC)c1
→ -3, 14
C/C(=N\NC(=O)c1ccccc1)c1ccccc1Br
→ 10, 3
Cc1ccc2cccc(NC3OC(=O)c4ccccc43)c2n1 (centres undefined)
→ -10, 18
CC(=O)c1ccc(N2CCN(CC(O)COC(c3ccccc3)c3ccccc3C)CC2)cc1 (centres undefined)
→ -14, 10
Cc1ccc(C2=C(O)c3ccccc3C(=O)C2=O)cc1
→ -12, 41*
COCCn1c(=S)[nH]c2cc(C(=O)N3CCN(Cc4ccc5c(c4)OCO5)CC3)ccc2c1=O
→ -13, 9
C#CCOCCOCCOCCNc1nc(N2CCN(C(=O)[C@H](CCCN=C(N)N)n3cc(C(N)[C@@H](C)CC)nn3)CC2)nc(N2CCN(C(=O)[C@H](CCC(=O)O)n3cc([C@@H](N)CC(N)=O)nn3)CC2)n1 (some centres undefined)
→ -2, 4
Cc1ccc(NC(=O)N2CCN(S(=O)(=O)c3ccccc3)CC2)cc1
→ -9, 8
C=CCn1c(=S)sc2c(=O)[nH]c(C)nc21
→ -1, 4
Cc1nn(C)c(NC(=O)c2ccccc2Cl)c1Br
→ -25, 5
CC1(C)C2CCC1(CS(=O)(=O)NCc1ccc(C(=O)O)cc1)C(=O)C2 (centres undefined)
→ -10, -4
CCCCc1n[nH]c2c1C(=O)CC(C)(C)C2
→ -11, 8
COc1ccc(CN2CCC(Oc3ccc(C(=O)N4CCCCC4)cc3)CC2)cc1C
→ -22, 3
CC(=O)Nc1ccc(-c2csc(NC(=O)CN3C(=O)NC4(CCCC4)C3=O)n2)cc1
→ 5, 0
O=C(C1CCN(c2ncnc3c2nc2n3CCCCC2)CC1)N1CCN(c2cccc(Cl)c2)CC1
→ 31, 26
Oc1ccc(C[C@H]2CNC(=S)N2CCc2cc(C(F)(F)F)cc(C(F)(F)F)c2)cc1
→ -3, 10
COC(=O)CCCC1=CC2=CC(=O)C(C)(O)C(=O)C2=CO1 (centres undefined)
→ -23, 37

Under each structure – OX1R antag-2, OX1R antag-1
CN(C)CCNC(=O)CCCNC(=O)Cn1cnc2sc3c(c2c1=O)CCCC3
→ -17, 6
N#CCOC(=O)/C=C/c1ccc2c(c1)OCO2
→ -11, 29
COc1ccccc1C1(CCN=Cc2ccc(N(C)C)cc2)CCOC(C)(C)C1 (centres undefined)
→ -20, 1
CC(Sc1nnc(COc2ccccc2)n1Cc1ccccc1)C(=O)O (centres undefined)
→ -8, 9
COC(=O)CN1C(=O)C(O)=C(C(C)=O)C1c1ccc([N+](=O)[O-])cc1 (centres undefined)
→ 6, 2
COc1ccc(CCNC(=O)N2CCOCC2)cc1
→ -14, -1
COC(=O)CN1C(=O)[C@H]2[C@@H](C3CC3)N3C(=O)CN(CCO)C(=O)[C@@]3(Cc3ccccc3)[C@H]2C1=O
→ -10, 8
COc1ccc2oc(C(=O)OCC(=O)N(CC(C)C)c3c(N)n(Cc4ccccc4)c(=O)[nH]c3=O)c(C)c2c1
→ -31, 17
CN(c1ccccc1)S(=O)(=O)c1cccc(C(=O)NCCc2c[nH]c3ccccc23)c1
→ 10, 38
CCOc1ccc(OCC)c(-c2c(=O)n(OCc3ccc(Cl)cc3)c3ccccc3[n+]2[O-])c1
→ -25, 23
Cc1cc(=O)[nH]c2ccc(S(=O)(=O)N3CCOCC3)cc12
→ -4, 3
Cc1ccnn1-c1ccc(C(=O)NCc2ccccc2CN2CCOCC2)cc1
→ -37, 9
CCOC(=O)C1=CN(Cc2cccc(-c3cccnc3)c2)S(=O)(=O)N(CC)C1C (centres undefined)
→ -24, 9
O=c1c(Cl)c(NCc2ccccc2)cnn1C12CC3CC(CC(C3)C1)C2
→ -19, -3

Profiles, quoted from the list. Screens in order: OX1R antag-2 | OX1R antag-1
Listed for COc1ccccc1C1(CCN=Cc2ccc(N(C)C)cc2)CCOC(C)(C)C1 (centres undefined) = -20 | 1
Listed for Cc1cc(=O)[nH]c2ccc(S(=O)(=O)N3CCOCC3)cc12 = -4 | 3
Listed for CC(Sc1nnc(COc2ccccc2)n1Cc1ccccc1)C(=O)O (centres undefined) = -8 | 9
Listed for CCOC(=O)C1=CN(Cc2cccc(-c3cccnc3)c2)S(=O)(=O)N(CC)C1C (centres undefined) = -24 | 9
Listed for COc1ccc(CCNC(=O)N2CCOCC2)cc1 = -14 | -1

Part of the list above, with tabs:
SMILES	OX1R antag-2	OX1R antag-1
Cc1cc(=O)[nH]c2ccc(S(=O)(=O)N3CCOCC3)cc12	-4	3
Cc1ccnn1-c1ccc(C(=O)NCc2ccccc2CN2CCOCC2)cc1	-37	9
CCOC(=O)C1=CN(Cc2cccc(-c3cccnc3)c2)S(=O)(=O)N(CC)C1C (centres undefined)	-24	9
O=c1c(Cl)c(NCc2ccccc2)cnn1C12CC3CC(CC(C3)C1)C2	-19	-3
